Bioassay records as filed in PubChem BioAssay.
Mdm2-MdmX inh – human Mdm2/MdmX binding inhibition; O15151+Q00987; SaOS-2 split-luciferase Mdm2/MdmX complementation, luminescence; inhibition, % at 8 µM; 330,000 tested, 3% active;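 active means inhibition of at least 50% at 8 µM in the primary screen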
Target sequence (O15151 whole entry, looked up): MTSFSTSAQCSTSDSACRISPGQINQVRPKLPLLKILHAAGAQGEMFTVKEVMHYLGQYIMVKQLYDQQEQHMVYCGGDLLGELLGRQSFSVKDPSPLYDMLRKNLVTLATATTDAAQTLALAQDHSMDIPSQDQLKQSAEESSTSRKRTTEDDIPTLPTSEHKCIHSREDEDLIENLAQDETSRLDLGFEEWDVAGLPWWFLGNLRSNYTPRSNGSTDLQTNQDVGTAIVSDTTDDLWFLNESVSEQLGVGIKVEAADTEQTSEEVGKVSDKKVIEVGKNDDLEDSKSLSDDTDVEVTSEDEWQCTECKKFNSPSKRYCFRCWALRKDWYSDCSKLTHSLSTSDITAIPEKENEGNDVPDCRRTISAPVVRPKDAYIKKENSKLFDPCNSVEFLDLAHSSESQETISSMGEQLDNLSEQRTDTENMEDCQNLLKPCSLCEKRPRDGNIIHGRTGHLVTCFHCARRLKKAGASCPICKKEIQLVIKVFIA
Target sequence (Q00987 whole entry, looked up): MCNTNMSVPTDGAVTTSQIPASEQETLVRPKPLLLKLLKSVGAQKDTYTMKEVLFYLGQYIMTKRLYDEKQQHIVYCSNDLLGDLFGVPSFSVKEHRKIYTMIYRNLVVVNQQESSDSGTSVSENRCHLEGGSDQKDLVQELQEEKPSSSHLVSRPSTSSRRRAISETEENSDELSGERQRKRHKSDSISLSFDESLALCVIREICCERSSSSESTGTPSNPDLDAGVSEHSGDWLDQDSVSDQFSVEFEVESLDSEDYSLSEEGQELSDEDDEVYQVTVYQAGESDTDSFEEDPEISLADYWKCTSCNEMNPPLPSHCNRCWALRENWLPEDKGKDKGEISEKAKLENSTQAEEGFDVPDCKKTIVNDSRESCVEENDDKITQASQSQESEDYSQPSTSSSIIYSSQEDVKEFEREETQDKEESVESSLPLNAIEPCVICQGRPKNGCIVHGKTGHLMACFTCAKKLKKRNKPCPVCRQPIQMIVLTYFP
tim10-1 inh – tim10-1 yeast growth inhibition; S. cerevisiae tim10-1 ts strain growth, BacTiter-Glo, 24 h; inhibition, % at 20 µM; 330,000 tested, 2.2% active; AID 463190;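 active means inhibition of at least 40%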;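 further: mutant grown at 25 °C; 0% = DMSO wells with yeast and 100% = wells holding no yeast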
TIM10 inh – growth inhibitors of TIM10 yeast strain; 330,000 tested, 1.4% active; AID 463195; inhibition, % at 10 µM; S. cerevisiae TIM10 strain growth, BacTiter-Glo luminescence, 24 h;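 active means inhibition of 40% or more at the single tested concentration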;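 further: wild-type TIM10 isogenic control strain grown at permissive 25 °C; 0% = DMSO yeast wells and 100% = minimal medium wells without yeast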
UPR XBP1 act – activators of adaptive arm of unfolded protein response (XBP1); CHO-XBP1 luciferase reporter, IRE1-XBP1 UPR activation, luminescence; percent of tunicamycin response, DMSO as zero; activation, % at 20 µM; 330,000 tested, 0.33% active; AID 463104;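 active means versus positive control, 20 µM dose yields 30% or more activation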;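 further: 100% = tunicamycin at 10 µg/mL and 0% = DMSO only wells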
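Assay system: CHO-XBP1 luciferase reporter cells; Schedule: 6 h treatment, 37 °C; Detection: glow luminescence from Steady-Glo reagent; Benchmarks: high control tunicamycin 10 µg/mL final, low control DMSO vehicle only.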
UPR CHOP act – activators of apoptotic arm of unfolded protein response (CHOP); CHO-CHOP luciferase reporter, UPR activation, luminescence; percent of tunicamycin response over DMSO baseline; activation, % at 10 µM; 330,000 tested, 0.34% active;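 active means at 10 µM dose, activation of 40% or more, normalized to positive control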;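 further: 100% = tunicamycin at 10 µg/mL and 0% = DMSO alone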
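measured by = luciferase luminescence | assay system = CHO-CHOP cells, stable luciferase reporter of PERK-eIF2a-CHOP signalling | amount = 500 reporter cells seeded per well | timing = 6 h compound exposure at 37 °C after overnight seeding | controls = positive tunicamycin 10 µg/mL, negative DMSO alone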
697 NFkB inh – inhibitors of the PMA/ionomycin-induced NF-kB reporter in 697 B cells. 697 B-cell NF-kB luciferase reporter, 16 h. inhibition, % at 4 µM. 330,000 tested, 0.33% active. AID 435022; in the data active means inhibition above about 35%
tim23-1 inh – inhibits growth of tim23-1 mutant yeast | S. cerevisiae tim23-1 growth, BacTiter-Glo luminescence, 24 h | inhibition, % at 20 µM | 330,000 tested, 1.3% active | AID 463212;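 active means growth inhibition of the mutant yeast at or above 50%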;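 further: temperature-sensitive mutant grown at 25 °C; plate controls were DMSO-treated mutant yeast for no effect and medium wells lacking yeast for full effect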
Jurkat NFkB inh – lowers PMA/ionomycin-induced NF-kB signal in Jurkat cells. PMA/ionomycin-induced NF-kB luciferase reporter, luminescence. inhibition, % at 4 µM. 330,000 tested, 0.53% active. AID 435003; in the data active means inhibition above about 50%
* hit, by the source's call; nt = not tested or not shown.

Molecule	Mdm2-MdmX inh	tim10-1 inh	TIM10 inh	UPR XBP1 act	UPR CHOP act	697 NFkB inh	tim23-1 inh	Jurkat NFkB inh
Cc1ccccc1CN1CCC(n2nccc2NC(=O)c2ccc3c(c2)OCO3)CC1	25	-14	1	-3	1.4	8	-10	16
O=C(NCC(=O)N1CCN(C(c2ccccc2)c2ccccc2)CC1)c1ccc(Br)o1	-2	-23	-12	-2	-0.3	-17	15	-13
CCCn1c(-c2ccccc2)nc2c(=O)n(C)c(=O)[nH]c21	14	6	-11	-3	-0.5	4	16	-3
CCOC(=O)c1c(S(=O)(=O)NCCc2ccc(OC)c(OC)c2)c(C)n(C)c1C	-9	-10	0	-2	4.1	3	-2	16
Cn1c(SCC(=O)NCc2ccccc2)nnc1C1CC1	-10	3	-16	-1	-1.6	-28	11	-22
CC(C)(C)C1CCC2(CC1)NC(CO)(CO)CO2 (centres undefined)	-21	-5	8	-3	-0.7	18	-1	2
O=C(COC(=O)c1cccs1)Nc1ccc(S(=O)(=O)N2CCOCC2)cc1	-4	15	6	0	-0.3	-58	24	35
CC1CC2C3CCC4=CC(=O)C=CC4(C)C3(F)C(O)CC2(C)C1(O)C(=O)CO (centres undefined)	-13	5	-15	-3	0.7	8	-2	15
CN1CCN(C(=S)c2cn(Cc3ccccc3)c3ccccc23)CC1	9	14	15	-4	-1.6	-18	27	-17
Cc1cc([N+](=O)[O-])nn1CC(=O)N(C)Cc1ccccc1	-4	10	0	-4	-0.2	-2	-1	-2
N#C/C(=C\c1ccc(N2CCOCC2)o1)C(=O)NCC1CCCO1 (centres undefined)	-1	7	-6	3	0.3	12	7	9
COC(=O)c1c(NC(=O)C2Cc3ccccc3C(=O)O2)sc2c1CCCC2 (centres undefined)	19	18	9	3	1.7	-15	5	4
CC(=O)c1c(C)[nH]c(C(=O)CSc2nnc(-c3ccco3)n2Cc2ccccc2)c1C	23	17	7	0	-1.8	-31	24	4
Cc1nc2ccccc2nc1OCC(=O)Nc1ccc(F)cc1	-23	-4	8	-2	0.2	1	11	8
CCOC(=O)c1ccc(N2C(=O)C(O)=C(C(C)=O)C2c2ccccn2)cc1 (centres undefined)	-22	8	3	-2	1.0	-22	4	-20
COC(=O)c1ccccc1NC(=O)c1ccc2c(c1)CC(C)O2 (centres undefined)	16	-5	1	1	2.0	-36	25	-10
COc1ccc(C2(O)CC3CCC(C2)N3c2cc(C)nc(-c3ccccc3)n2)cc1 (centres undefined)	15	42*	33	-2	-1.8	0	31	5
COCc1cc(=O)n2[nH]c(-c3ccccc3)cc2n1	-14	-9	-1	-2	1.3	-22	-5	5
CCOCCN(C(=O)c1ccccc1Cl)c1ccccc1	7	19	21	-3	2.1	2	12	-7
Cc1nn(-c2ccccc2)c(Cl)c1/C=N\NC(=O)c1cnccn1	27	12	3	3	2.9	-46	5	1
CCCCNS(=O)(=O)c1ccc(Br)cc1N1CCC[C@H]1CO	10	27	9	2	1.6	15	48	nt
C=CCc1c(C)nn(CC(=O)O)c1-c1ccccc1	-8	6	-6	-2	-0.9	9	3	-2
CC(CNS(=O)(=O)c1ccc2c(c1)NC(=O)CCS2)c1ccccc1 (centres undefined)	18	16	-1	-9	-0.8	4	19	16
CC(=O)Nc1cccc(OCc2cnc(Cl)s2)c1	3	-15	-11	-1	0.9	-9	-2	-8
CN(c1ccccc1)P(=O)(N(C)c1ccccc1)N(C)c1ccccc1	24	3	9	-1	-1.8	-54	24	2

(list continues)
Molecule	Mdm2-MdmX inh	tim10-1 inh	TIM10 inh	UPR XBP1 act	UPR CHOP act	697 NFkB inh	tim23-1 inh	Jurkat NFkB inh
Cc1cc(C)c(NC(=O)CS(=O)CC(=O)N2CCN(c3cccc(C)c3C)CC2)c(C)c1 (centres undefined)	24	4	-8	-1	-1.2	-42	90*	-11
COc1ccc(S(=O)(=O)Nc2ccc(S(=O)(=O)N3CCCCC3)cc2)cc1C	-10	22	13	1	-0.6	11	2	12
COc1cc(C(=O)N[C@H](C(=O)OCC(=O)NC2CCCCCC2)C(C)C)cc(OC)c1OC	3	5	7	1	0.1	10	14	10
COc1ccc(/C(C)=N/NC(=O)CNC(=O)c2ccncc2)cc1	-28	-11	-1	0	1.2	13	-1	9
O=C(Cc1cccs1)NCc1ccccc1Br	-8	30	-4	1	3.1	-14	16	-51
COc1ccc(NC(=O)CN(C)C(=O)c2cccc(Oc3ccccc3)c2)cc1	2	31	-6	-3	-0.9	21	38	-12
O=C(O)c1cc2n(n1)C(C(F)(F)F)CC(C1CC1)N2 (centres undefined)	1	-3	2	0	0.0	12	-6	4
Cc1nn(C(=O)c2ccco2)c(C)c1Sc1ccc(Cl)cc1	5	17	-14	-2	3.6	-17	1	-7
CCOC(=O)c1c(NC(=O)/C=C/C(=O)O)sc(C)c1-c1ccc(C)c(C)c1	39	5	13	-1	1.6	34	14	8
COc1ccc(N2C(=O)CC(N3CCN(c4ccccc4F)CC3)C2=O)cc1 (centres undefined)	3	-10	-15	0	-0.9	-4	4	-1
COCCn1c(C)nnc1SCC(=O)Nc1ccccc1[N+](=O)[O-]	9	11	-4	1	0.5	24	-3	0
Cc1ccc(-c2noc(C3CCCN(C(=O)c4ccc(F)cc4F)C3)n2)cc1 (centres undefined)	0	33	14	-2	0.1	-15	19	8
CCSCCOC(=O)C1=C(C)NC(=O)NC1c1cc(OC)ccc1OC (centres undefined)	28	-3	19	0	-0.9	-11	7	0
CC(=O)c1c(C)nc(-c2ccc(Cl)cc2)nc1N=CN(C)C	-67	31	11	8	2.8	-109	30	-105
Cc1sc2ncnc(SCC(=O)N3CCCC3=O)c2c1C	31	19	13	3	3.2	-5	18	-2
Cc1cc(N2CCOCC2)n2nc(-c3cccc(F)c3)cc2n1	16	12	3	4	-1.0	-26	17	-34
CC(=O)Nc1ccc(NC(=O)Nc2cc(C)cc(C)c2)cc1	11	1	7	-3	3.9	11	4	-6
COc1cccc(Nc2ccc([N+](=O)[O-])c3nonc23)c1	10	57*	30	-5	0.4	8	70*	7
CC1CCCC(C)N1C(=O)COC(=O)c1ccc([N+](=O)[O-])o1 (centres undefined)	4	23	19	-1	1.7	3	28	3
Cc1ccc(NC(=O)CN2C(=O)CNC2=O)cc1	8	-3	-20	-4	-0.7	9	2	4
O=C(OCC(F)(F)F)c1cccc(COc2ccc3ccccc3c2)c1	35	8	-4	-12	-10	58*	-8	77*
CCOC(=O)CN(C(=O)CNC(=O)c1cccs1)C(C(=O)NC1CCCCC1)c1cccs1 (centres undefined)	-2	6	-10	1	-0.8	12	14	-16
Cc1cccc(NC(=S)NC(=O)CCc2ccccc2)c1C	15	28	32	-1	3.8	-4	34	8
CCOC(=O)C1(Cc2cccc(OC)c2)CCCN(Cc2nccn2CC)C1 (centres undefined)	7	26	11	-3	-1.4	-16	17	5
Cc1cccc(N2CCN(C(=O)CCNS(=O)(=O)c3cccs3)CC2C)c1 (centres undefined)	-4	11	-11	7	3.5	1	18	-9

More entries
Molecule	Mdm2-MdmX inh	tim10-1 inh	TIM10 inh	UPR XBP1 act	UPR CHOP act	697 NFkB inh	tim23-1 inh	Jurkat NFkB inh
C=CCn1c(SCC(=O)c2cccs2)nc2sc(C)c(C)c2c1=O	35	17	-23	2	-0.7	-31	-17	-7
COC(=O)c1c(C)nc(C)c(C(=O)OC)c1-c1ccsc1	17	7	7	-2	-1.2	-6	9	3
COc1ccc(OC)c(S(=O)(=O)N(C)CC(=O)Nc2cc(Cl)ccc2OC)c1	33	28	20	-4	-0.9	13	29	9
Cc1cc(N2CCN(c3ccc([N+](=O)[O-])c4cccnc34)CC2)c2ccccc2n1	94*	25	16	104*	42*	-61	9	22
O=C1CCN(Cc2cccnc2)CCN1[C@H](CO)Cc1ccccc1	-10	-2	-2	-1	0.2	-3	1	0
CC1CC(C)CN(CC(=O)N2CCc3[nH]c4ccccc4c3C2)C1 (centres undefined)	28	8	-6	-1	-0.2	15	10	-7
CCn1c(=O)cc(SCC(=O)Nc2ccc(OC)c(OC)c2)c2ccccc21	52*	10	11	0	-0.6	17	-4	12
Cc1ccc(NC2CCCN(C(=O)c3snnc3C)C2)cc1C (centres undefined)	20	-10	-9	-3	1.7	-11	-9	2
CCSc1nsc(NC(=O)Nc2cccc(F)c2)n1	94*	61*	69*	3	8.6	-48	78*	1
COc1cccc(NC(=O)c2ccnc(N3CCC(C(=O)NCc4ccccc4OC)CC3)c2)c1	-12	10	13	-2	5.4	-47	17	-16
